Fh CTSL1 inh: blocks F. hepatica cathepsin L1 in PFM18AAP counter-screen | recombinant F. hepatica cathepsin L1, Z-Leu-Arg-MCA fluorescence | 300,000 tested, 0.49% active | inhibition, % at 5.96 µM | AID 1906;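 active means inhibition above the mean of all tested compounds plus 3 SD, set per screening campaign, cut at about 17% in these data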;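 further: 0% = plate median of test compound wells and 100% = 1 µM Z-Phe-Ala-diazomethylketone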
PREPL inh: inhibits the human prolyl oligopeptidase-like enzyme; Q4J6C6; recombinant PREPL, fluorescence polarization activity-based probe; inhibition, % at 5.96 µM; 320,000 tested, 0.68% active; in the data active means inhibition above about 43%;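 further: 0% = enzyme with DMSO and 100% = wells lacking enzyme; many of its hits are not listed in these tables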
Target sequence (Q4J6C6 whole entry, looked up): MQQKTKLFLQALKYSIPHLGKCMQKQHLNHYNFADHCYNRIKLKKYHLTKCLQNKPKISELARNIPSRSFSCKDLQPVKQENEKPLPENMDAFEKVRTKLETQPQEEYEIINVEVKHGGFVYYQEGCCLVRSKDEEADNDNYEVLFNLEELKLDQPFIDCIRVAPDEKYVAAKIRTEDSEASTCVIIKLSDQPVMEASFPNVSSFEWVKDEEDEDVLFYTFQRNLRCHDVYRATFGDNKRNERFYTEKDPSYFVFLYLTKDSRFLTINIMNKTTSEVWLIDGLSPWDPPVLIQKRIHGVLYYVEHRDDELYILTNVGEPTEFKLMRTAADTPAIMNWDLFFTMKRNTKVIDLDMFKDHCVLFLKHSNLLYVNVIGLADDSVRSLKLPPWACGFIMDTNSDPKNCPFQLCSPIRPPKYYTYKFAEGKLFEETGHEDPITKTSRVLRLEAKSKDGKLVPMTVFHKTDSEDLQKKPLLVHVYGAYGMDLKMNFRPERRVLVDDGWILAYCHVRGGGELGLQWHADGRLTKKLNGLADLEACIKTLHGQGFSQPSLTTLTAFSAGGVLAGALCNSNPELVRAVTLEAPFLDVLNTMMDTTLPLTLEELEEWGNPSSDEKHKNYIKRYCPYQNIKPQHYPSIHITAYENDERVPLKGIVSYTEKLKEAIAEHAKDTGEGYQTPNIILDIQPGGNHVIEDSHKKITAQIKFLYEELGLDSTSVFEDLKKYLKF
PP5 inh: blocks human protein phosphatase 5 activity; P53041; purified PP5c, OMFP substrate fluorescence; inhibition, % at 6.7 µM; 320,000 tested, 0.18% active;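 active means inhibition above the campaign's mean inhibition across all tested compounds plus 3 SD, cut at about 9.5% in these data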;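 further: 0% = DMSO only and 100% = 100 µM cantharidin control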
HCV core dimer: blocks dimerization of HCV core protein; TR-FRET GST/Flag-core106 dimerization, 1536-well; inhibition, % at 5 µM; 300,000 tested, 0.33% active; AID 1899;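 active means inhibition above the mean of all tested compounds plus 3 SD, set per screening campaign, cut at about 45% in these data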
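System – GST-tagged and Flag-tagged HCV core protein residues 1-106 · Repeats – one well for each compound · Technique – TR-FRET 671 and 617 nm emission · Doses – one concentration, 5 µM, in 0.5% DMSO · Times – 4 h, 22.5 °C incubation · Also added – Eu donor and XL665 acceptor anti-tag antibodies · Measure – percent inhibition of core106 dimerization signal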
EBNA-1 inh: blocks EBNA-1 binding to DNA; 300,000 tested, 0.34% active; inhibition, % at 14.8 µM; EBNA-1 DNA binding, fluorescence polarization; in the data active means inhibition above about 28%
Efflux pump mplx: blocks antifungal efflux pumps in multiplex yeast assay. S. cerevisiae Candida pump triplex, Nile Red efflux. inhibition, % at 10 µM. 330,000 tested, 0.44% active;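 active means plate passing quality check with inhibition over a set limit, or well fluorescence over plate mean plus 4 SD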;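 further: Nile Red retained in pooled yeast measured as flow cytometry median fluorescence; 0% = buffer negative control and 100% = Enniatin B positive control; higher means more Nile Red kept so more efflux inhibition; some compounds called inactive have numbers as strong as hits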
TPT1 inh: blocks Candida albicans tRNA 2'-phosphotransferase; AID 1962; inhibition, % at 5 µM; recombinant caTPT1, FP RNA substrate dephosphorylation; 300,000 tested, 0.81% active;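 active means inhibition above the mean of all tested compounds plus 3 SD, set per screening campaign, cut at about 24% in these data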;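 further: plate controls were DMSO alone for no effect and ferristatin control at 100 nM for full effect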
ZTA counter: blocks Epstein-Barr virus ZTA, an EBNA-1 counter-screen | P03206 | 320,000 tested, 0.15% active | AID 2234 | inhibition, % at 11 µM | ZTA-DNA binding, fluorescence polarization; in the data active means inhibition above about 33%
Target sequence (P03206 whole entry, looked up): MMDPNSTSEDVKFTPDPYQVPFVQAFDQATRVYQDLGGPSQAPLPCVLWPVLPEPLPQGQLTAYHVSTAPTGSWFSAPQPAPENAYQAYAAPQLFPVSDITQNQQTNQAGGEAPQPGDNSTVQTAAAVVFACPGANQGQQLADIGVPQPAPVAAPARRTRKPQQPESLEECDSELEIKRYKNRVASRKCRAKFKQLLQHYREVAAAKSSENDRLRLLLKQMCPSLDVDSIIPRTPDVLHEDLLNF
PP1 counter: blocks human PP1-alpha phosphatase, a PP5 counter-screen. inhibition, % at 6.7 µM. purified PP1alpha, OMFP fluorescence. P62136. 320,000 tested, 0.9% active;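 active means inhibition above the mean inhibition of all tested compounds plus 3 SD, computed separately for each screening campaign, cut at about 15% in these data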
Active calls of the source: *.

`NC(=O)[C@@H]1CCCN1C(=O)c1ccc2nc(Cc3ccccc3F)oc2c1` gave Fh CTSL1 inh 1, PREPL inh 11, PP5 inh -0.2, HCV core dimer -11, EBNA-1 inh 4, Efflux pump mplx 0.2, TPT1 inh -4, ZTA counter -1 and PP1 counter 0.
`O=c1ccc(Oc2nc(N3CCOCC3)nc(N3CCOCC3)n2)n[nH]1` gave Fh CTSL1 inh 3, PREPL inh -9, PP5 inh 4.0, HCV core dimer -3, EBNA-1 inh -5, Efflux pump mplx 0.1, TPT1 inh 2, ZTA counter 14 and PP1 counter -3.
`CO/N=C/NC(=O)C1=NOC(CNc2ncc(C(F)(F)F)cc2Cl)C1` (stereo not drawn) gave Fh CTSL1 inh 1, PREPL inh -2, PP5 inh 1.0, HCV core dimer 1, EBNA-1 inh 2, Efflux pump mplx 0.1, TPT1 inh 4, ZTA counter -7 and PP1 counter 0.
`CC1Nc2ncnc(N3CCOCC3)c2N(Cc2ccc(Cl)cc2)C1=O` (stereo not drawn) gave Fh CTSL1 inh 2, PREPL inh -12, PP5 inh -1.9, HCV core dimer 7, EBNA-1 inh 4, Efflux pump mplx -0.1, TPT1 inh 2, ZTA counter 9 and PP1 counter -1.
For Cc1ccc(NC(=O)CCNC(=O)Cn2cnc3ccccc3c2=O)cc1F the results were Fh CTSL1 inh 1, PREPL inh 19, PP5 inh -1.0, HCV core dimer -18, EBNA-1 inh 1, Efflux pump mplx -0.1, TPT1 inh -2, ZTA counter -11 and PP1 counter 0.
CCCCC(=O)C1CCN(Cc2ccccc2)CC1 was read as Fh CTSL1 inh -1, PREPL inh 1, PP5 inh 0.9, HCV core dimer -2, EBNA-1 inh 5, Efflux pump mplx 0.0, TPT1 inh 10, ZTA counter -15 and PP1 counter -1.
Cc1ccc(CCNS(=O)(=O)c2cc3c(cc2C)n(C)c(=O)c(=O)n3C)cc1 was read as Fh CTSL1 inh 1, PREPL inh -8, PP5 inh 1.9, HCV core dimer 2, EBNA-1 inh -9, Efflux pump mplx -0.1, TPT1 inh -20, ZTA counter -13 and PP1 counter -5.
CCOC(=O)c1sc(NC(=O)CCN2CCN(C)CC2)c(C(=O)OCC)c1C was read as Fh CTSL1 inh 0, PREPL inh -4, PP5 inh 0.0, HCV core dimer -2, EBNA-1 inh 3, Efflux pump mplx -0.2, TPT1 inh -3, ZTA counter -9 and PP1 counter -1.
COc1ccc(C2CC(c3ccc4ccccc4c3)=NN2C(=O)CSc2ncccn2)cc1 (stereo not drawn) was read as Fh CTSL1 inh -1, PREPL inh 30, PP5 inh 1.2, HCV core dimer 14, EBNA-1 inh 6, Efflux pump mplx -0.1, TPT1 inh -2, ZTA counter 1 and PP1 counter 10.
Cc1cc(C)nc(SCc2nnc(SCC(=O)O)n2-c2ccccc2)n1 was read as Fh CTSL1 inh -3, PREPL inh 7, PP5 inh 2.6, HCV core dimer -6, EBNA-1 inh -19, Efflux pump mplx 0.4, TPT1 inh -2, ZTA counter 8 and PP1 counter -1.
`O=C(CSc1nc2ncc(Cl)cc2[nH]1)NC1CCS(=O)(=O)C1` (stereo not drawn) gave Fh CTSL1 inh -2, PREPL inh 14, PP5 inh 2.9, HCV core dimer -12, EBNA-1 inh 4, Efflux pump mplx -0.3, TPT1 inh 1, ZTA counter -10 and PP1 counter 2.
`CC(=O)C1=C(O)C(=O)N(CCCn2ccnc2)C1c1ccc(Br)cc1` (stereo not drawn) gave Fh CTSL1 inh -1, PREPL inh -2, PP5 inh 3.0, HCV core dimer -7, EBNA-1 inh 40*, Efflux pump mplx 0.0, TPT1 inh -1, ZTA counter 11 and PP1 counter -4.
CCC1(c2ccc(F)cc2)NC(=O)N(CC(=O)NCc2ccccc2Cl)C1=O (stereo not drawn) was read as Fh CTSL1 inh -1, PREPL inh 7, PP5 inh -0.7, HCV core dimer 8, EBNA-1 inh 0, Efflux pump mplx -0.1, TPT1 inh 0, ZTA counter -7 and PP1 counter -5.
For Cc1c(/C=C/C(=O)c2ccccc2)cnn1C the results were Fh CTSL1 inh 2, PREPL inh 0, PP5 inh -2.5, HCV core dimer 1, EBNA-1 inh 10, Efflux pump mplx 0.0, TPT1 inh -2, ZTA counter 4 and PP1 counter -2.
`COc1ccc(/C=C/C(=O)NC(=S)NNC(=O)c2cccs2)cc1OC` gave Fh CTSL1 inh 2, PREPL inh -4, PP5 inh -0.4, HCV core dimer 1, EBNA-1 inh -1, Efflux pump mplx 0.0, TPT1 inh 2, ZTA counter 18 and PP1 counter 7.
For CC(=O)c1c(C)[nH]c(C(=O)Nc2ccc(S(=O)(=O)N(C)C)cc2)c1C the results were Fh CTSL1 inh -6, PREPL inh 8, PP5 inh 1.6, HCV core dimer -4, EBNA-1 inh -2, Efflux pump mplx 0.0, TPT1 inh 2, ZTA counter -18 and PP1 counter 2.
`CC1CCN(S(=O)(=O)c2ccc(NC(=O)CN3CCN(c4ccccc4)CC3)cc2)CC1` gave Fh CTSL1 inh 1, PREPL inh 8, PP5 inh 1.8, HCV core dimer 10, EBNA-1 inh 9, Efflux pump mplx -0.1, TPT1 inh 0, ZTA counter 2 and PP1 counter 1.
O=C(O)CNC(=O)CC1S/C(=N/N=C2/NC(=O)CS2)NC1=O (stereo not drawn) was read as Fh CTSL1 inh 1, PREPL inh 1, PP5 inh 0.3, HCV core dimer -9, EBNA-1 inh -3, Efflux pump mplx 0.0, TPT1 inh 26*, ZTA counter -8 and PP1 counter -2.
For CN(C(=O)COC(=O)CCCc1c[nH]c2ccccc12)c1c(N)n(Cc2ccccc2)c(=O)[nH]c1=O the results were PREPL inh -53, PP5 inh -0.3, Efflux pump mplx 0.0, ZTA counter -3 and PP1 counter -6.
For CC(=O)c1ccc(NC(=O)C2C3CCC(C3)C2C(=O)O)cc1 (stereo not drawn) the results were Fh CTSL1 inh 1, PREPL inh 1, PP5 inh -1.5, HCV core dimer 2, EBNA-1 inh -10, Efflux pump mplx 0.0, TPT1 inh -4, ZTA counter 2 and PP1 counter -5.
COCCCN(CC(=O)Nc1ccc(N2CCOCC2)cc1)S(=O)(=O)c1ccccc1 was read as Fh CTSL1 inh 0, PREPL inh 4, PP5 inh -0.7, HCV core dimer 3, EBNA-1 inh 0, Efflux pump mplx 0.1, TPT1 inh 2, ZTA counter 13 and PP1 counter -2.
`Cc1ccc(NC(=O)Cn2nnc(C(=O)NCc3cccs3)c2N)cc1F` gave Fh CTSL1 inh -4, PREPL inh 3, PP5 inh -0.9, HCV core dimer -6, EBNA-1 inh -8, Efflux pump mplx -0.7, TPT1 inh 2, ZTA counter 2 and PP1 counter 1.
`CCCCn1c(=O)[nH]c(=O)c2c1nc(-c1ccccn1)n2CC` gave Fh CTSL1 inh 0, PREPL inh -7, PP5 inh 1.9, HCV core dimer -3, EBNA-1 inh -9, Efflux pump mplx 0.2, TPT1 inh -3, ZTA counter 3 and PP1 counter -1.
COc1ccc(-c2cc3c(=O)n(CC(=O)NCc4ccccc4OC)ncn3n2)cc1 was read as Fh CTSL1 inh -3, PREPL inh -6, PP5 inh 2.8, HCV core dimer -7, EBNA-1 inh 0, Efflux pump mplx -0.1, TPT1 inh -3, ZTA counter -3 and PP1 counter 5.
`Cc1nc(SCC(O)CO)c([N+](=O)[O-])[nH]1` (stereo not drawn) gave Fh CTSL1 inh -2, PREPL inh -8, PP5 inh -0.3, HCV core dimer -3, EBNA-1 inh -4, Efflux pump mplx -0.1, TPT1 inh -1, ZTA counter -3 and PP1 counter -3.
CC(=O)c1ccccc1OC(=O)c1ccc([N+](=O)[O-])o1 was read as Fh CTSL1 inh 1, PREPL inh -5, PP5 inh 1.2, HCV core dimer -1, EBNA-1 inh -2, Efflux pump mplx -0.1, TPT1 inh 2, ZTA counter -16 and PP1 counter -5.
Screening Cn1nc(C(C)(C)C)cc1C(=O)NNC(=O)c1ccccc1Cl returned Fh CTSL1 inh -6, PREPL inh -1, PP5 inh -1.9, HCV core dimer 2, EBNA-1 inh -1, Efflux pump mplx -0.1, TPT1 inh -1, ZTA counter 0 and PP1 counter -9.
COc1ccc(C2=NN(CCC(=O)NCC3CCCO3)C(=O)CC2)cc1 (stereo not drawn) was read as Fh CTSL1 inh 2, PREPL inh 11, PP5 inh 0.5, HCV core dimer -4, EBNA-1 inh -7, Efflux pump mplx 0.1, TPT1 inh -2, ZTA counter -15 and PP1 counter -2.
Cc1ccc(C)c(C2=CSC3=NCCN23)c1 was read as Fh CTSL1 inh 1, PREPL inh 8, PP5 inh 2.9, HCV core dimer -4, EBNA-1 inh -12, Efflux pump mplx 0.1, TPT1 inh -1, ZTA counter -8 and PP1 counter -4.
Screening Cc1ccc(NC(=O)c2ccco2)c(NC(=O)COc2ccccc2)c1 returned Fh CTSL1 inh 1, PREPL inh -5, PP5 inh 0.1, HCV core dimer 5, EBNA-1 inh 21, Efflux pump mplx 0.0, TPT1 inh 5, ZTA counter -1 and PP1 counter -4.
`Cc1ccc2nc(SCC(=O)Nc3nnc(SCC(N)=O)s3)[nH]c2c1` gave Fh CTSL1 inh -1, PREPL inh -2, PP5 inh 0.0, HCV core dimer 1, EBNA-1 inh 15, Efflux pump mplx 0.1, TPT1 inh -1, ZTA counter -1 and PP1 counter 2.
For Cc1ccc2nc(NC(=O)CNS(=O)(=O)c3ccc(Br)s3)sc2c1 the results were Fh CTSL1 inh 4, PREPL inh -5, PP5 inh 2.3, HCV core dimer 0, EBNA-1 inh 4, Efflux pump mplx 0.1, TPT1 inh 1, ZTA counter -19 and PP1 counter 1.
`Cc1ccc(C)c(NC(=S)N(Cc2cccc(Br)c2)CC2CCC(C(=O)O)CC2)c1` (stereo not drawn) gave Fh CTSL1 inh -3, PREPL inh 4, PP5 inh 2.8, HCV core dimer 1, EBNA-1 inh -2, Efflux pump mplx 0.1, TPT1 inh 0, ZTA counter 15 and PP1 counter -1.
`CC(C)=C1C2CCC1C(C(=O)Nc1cc(C)cc(C)c1)C2C(=O)O` (stereo not drawn) gave Fh CTSL1 inh -2, PREPL inh 2, PP5 inh -2.2, HCV core dimer 1, EBNA-1 inh 0, Efflux pump mplx 0.0, TPT1 inh -2, ZTA counter 9 and PP1 counter 0.
Screening Cn1cccc1/C=N/NC(=O)Cc1cccc2ccccc12 returned Fh CTSL1 inh 2, PREPL inh 25, PP5 inh 2.1, HCV core dimer 1, EBNA-1 inh -8, Efflux pump mplx 0.1, TPT1 inh 3, ZTA counter -12 and PP1 counter -3.
Screening COCC(C)NC(=O)c1ccccc1[N+](=O)[O-] (stereo not drawn) returned Fh CTSL1 inh 0, PREPL inh -2, PP5 inh 1.1, HCV core dimer -3, EBNA-1 inh 5, Efflux pump mplx 0.2, TPT1 inh 2, ZTA counter -2 and PP1 counter 3.
`N#Cc1cccc(Nc2c3c(nc4ccccc24)CCCC3)c1` gave Fh CTSL1 inh -3, PREPL inh 15, PP5 inh 4.3, HCV core dimer -3, EBNA-1 inh -1, Efflux pump mplx 0.0, TPT1 inh 1, ZTA counter 7 and PP1 counter -2.

Of the compounds above, these contain a nitro group on carbon.
`Cc1nc(SCC(O)CO)c([N+](=O)[O-])[nH]1` (stereo not drawn) gave Fh CTSL1 inh -2, PREPL inh -8, PP5 inh -0.3, HCV core dimer -3, EBNA-1 inh -4, Efflux pump mplx -0.1, TPT1 inh -1, ZTA counter -3 and PP1 counter -3.
CC(=O)c1ccccc1OC(=O)c1ccc([N+](=O)[O-])o1 was read as Fh CTSL1 inh 1, PREPL inh -5, PP5 inh 1.2, HCV core dimer -1, EBNA-1 inh -2, Efflux pump mplx -0.1, TPT1 inh 2, ZTA counter -16 and PP1 counter -5.
Screening COCC(C)NC(=O)c1ccccc1[N+](=O)[O-] (stereo not drawn) returned Fh CTSL1 inh 0, PREPL inh -2, PP5 inh 1.1, HCV core dimer -3, EBNA-1 inh 5, Efflux pump mplx 0.2, TPT1 inh 2, ZTA counter -2 and PP1 counter 3.

An excerpt. The share of hits here may be higher or lower than overall.
